Bioassay records as filed in PubChem.
NLRP3 yeast inh: inhibitors of NALP3 inflammasome in yeast. inhibition, % at 10 µM. Yeast reconstituted NLRP3/ASC/caspase-1, beta-gal luminescence, 24 h. AID 2825. 330,000 compounds, 0.39% hits;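 active means inhibition of 50% or more; inactive means inhibition below 50%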;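 further: plate controls were induced DMSO wells for no effect and uninduced yeast grown without galactose for full effect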
MIN6 prolif: induces beta-cell replication in MIN6 cells; MIN6 cells proliferation, ATPlite luminescence, 48 h; cells starved in 0.2% serum; 100% = growth in 10% serum; 330,000 compounds, 0.29% hits; proliferation, % at 10 µM; AID 2380;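 active means compounds whose signal lies at least 3.5 SD above the mean of all wells on their plate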;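 further: 0% = DMSO-treated cells in low-serum medium and 100% = 10% serum control; some compounds called inactive have numbers as strong as hits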
MPTP inh: blocks calcium-induced mitochondrial swelling | isolated mouse mitochondria, Ca2+ swelling absorbance, 30 min | 360,000 compounds, 1.4% hits | inhibition, % at 10 µM | AID 602449;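 active means inhibition of 50% or more, scaled per plate between neutral and stimulator controls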;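 further: 0% = DMSO wells given calcium and 100% = 1 mM EGTA wells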
TIM10 inh: inhibits growth of TIM10 yeast strain; AID 463195; 330,000 compounds, 1.4% hits; S. cerevisiae TIM10 strain growth, BacTiter-Glo luminescence, 24 h; inhibition, % at 10 µM;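 active means inhibition of 40% or more at the single tested concentration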;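 further: wild-type TIM10 isogenic control strain grown at permissive 25 °C; 0% = DMSO yeast wells and 100% = minimal medium wells without yeast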
APJ antagonist: blocks the human apelin receptor APJ | 330,000 compounds, 0.32% hits | CHO-K1 APJ beta-arrestin complementation, luminescence | inhibition, % at 20 µM | P35414;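 active means inhibition above about 40% at 20 µM, limit read from the data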;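 further: cells challenged with 10 nM apelin-13 agonist together with compound; plate controls were apelin-13 plus DMSO wells for no effect and DMSO wells lacking apelin-13 for full effect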
Target sequence (P35414 whole entry, looked up): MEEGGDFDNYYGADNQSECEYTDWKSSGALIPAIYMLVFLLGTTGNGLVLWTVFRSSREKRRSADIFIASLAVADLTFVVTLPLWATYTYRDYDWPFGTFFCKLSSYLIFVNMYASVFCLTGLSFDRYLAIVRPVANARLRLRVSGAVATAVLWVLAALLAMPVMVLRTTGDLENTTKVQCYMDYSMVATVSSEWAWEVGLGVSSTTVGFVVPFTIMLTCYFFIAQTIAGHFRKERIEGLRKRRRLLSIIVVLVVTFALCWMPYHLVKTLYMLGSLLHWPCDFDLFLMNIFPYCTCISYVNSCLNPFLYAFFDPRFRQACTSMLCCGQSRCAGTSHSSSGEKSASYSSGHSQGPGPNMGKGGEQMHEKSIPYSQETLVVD
APJ ag: APJ receptor agonism. P35414. CHO-K1 APJ PathHunter beta-arrestin, luminescence; 0% DMSO wells, 100% apelin. activation, % at 20 µM. 330,000 compounds, 0.11% hits. AID 2520;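 active means activation more than six SD over the plate average, tested at 20 µM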;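 further: 0% = DMSO alone and 100% = apelin-13 at 10 nM; some results filed as inactive read as strong as hits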
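Incubation: overnight seeding, 90 min compound at 25 °C, 1 h detection; test system: PathHunter CHO-K1 APJ (AGTRL-1) beta-arrestin reporter cells; amount: 1000 cells/well; doses: one dose, 20 µM compound, 1% DMSO; measured by: beta-gal luminescence; measure: agonist-driven arrestin binding to APJ; benchmarks: negative DMSO alone, positive Apelin-13 at 10 nM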
tim10-1 inh: inhibits growth of tim10-1 mutant yeast; inhibition, % at 20 µM; 330,000 compounds, 2.2% hits; S. cerevisiae tim10-1 ts strain growth, BacTiter-Glo, 24 h; AID 463190;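 active means inhibition of at least 40%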;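 further: mutant grown at 25 °C; 0% = DMSO wells with yeast and 100% = wells holding no yeast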
NR3A LBD binder: NR3A (human) ligand-binding domain modulation. NR3A LBD differential scanning fluorimetry, Tm shift; 0% = protein alone, 100% = glycine-bound protein. Tm shift relative to glycine control, % at 25 µM. 340,000 compounds, 2.5% hits. AID 1259313;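 active means melting temperature shift of at least 10% of the positive control shift, at one fixed dose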
tim23-1 inh: inhibits growth of tim23-1 mutant yeast; 330,000 compounds, 1.3% hits; S. cerevisiae tim23-1 growth, BacTiter-Glo luminescence, 24 h; inhibition, % at 20 µM;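 active means growth inhibition of the mutant yeast at or above 50%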;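 further: temperature-sensitive mutant grown at 25 °C; plate controls were DMSO-treated mutant yeast for no effect and medium wells lacking yeast for full effect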
Active calls of the source: *.

Below each compound – MIN6 prolif	tim23-1 inh	TIM10 inh	APJ antagonist	MPTP inh	NR3A LBD binder	APJ ag	tim10-1 inh	NLRP3 yeast inh
> O=C(NCc1cccnc1)c1ccc(-c2ccccc2[N+](=O)[O-])o1
→ 1	4	1	-10	0.8	-3	1	-7	-3
> C=CCOc1cccc(CNn2cn[nH]c2=S)c1
→ -2	14	4	13	0.2	2	2	1	13
> Cc1[nH]c(=O)[nH]c(=O)c1NS(=O)(=O)c1ccccc1
→ -2	7	4	-15	-0.2	-1	-3	19	4
> COc1ccc(C2C3=C(CC(C)(C)CC3=O)N(CC(=O)O)C3=C2C(=O)CC(C)(C)C3)cc1OC
→ -3	-2	2	-18	-0.4	-1	3	11	23
> O=C(NC1CCCCCCC1)c1ccc(Br)o1
→ -1	29	5	11	-0.1	-1	-2	15	-13
> Cc1nc(-c2ccccc2)sc1C1(C)CC(c2ccc([N+](=O)[O-])cc2)=NO1 (stereo unspecified)
→ -4	-5	-17	-14	-0.6	-2	4	1	25
> COc1ccc(Cl)cc1NC(=O)CN1CCN(S(=O)(=O)N2CCCCC2)CC1
→ 1	9	21	13	0.0	3	-1	11	12
> COc1ccc(C(=O)N2CCC(N3CCN(c4ccccc4)CC3)CC2)cc1
→ 4	16	-4	18	0.2	-1	0	7	22
> COC(=O)C1=C(C)N(Cc2cccnc2)C(=O)/C1=C\c1sccc1C
→ 3	36	-4	10	1.9	-1	-4	4	12
> COc1ccc(C(=O)/C=C\N2CCOCC2)cc1
→ -3	18	9	-23	3.8	2	-1	28	5
> Cc1ccc(NC(=O)CCc2c(C)nn(-c3ccc(N4CCCCC4)nn3)c2C)cc1F
→ -3	20	-8	-10	-0.8	-15	4	24	18
> C=CC[C@@H](CC(=O)NCCO)C(=O)N[C@H](C)COC(=O)[C@@H](CC=C)Cc1ccc(F)cc1
→ -2	2	9	-9	0.1	-4	-2	-3	4
> O=C(CSc1nnc(-c2ccco2)o1)c1ccccc1
→ 5	14	9	1	-1.1	0	3	23	18
> COC(=O)CCC(=O)Nc1nnc(C(F)(F)F)s1
→ 0	-6	7	3	0.3	4	-4	8	18
> O=C(Nc1ccc(-c2ccccc2)cc1)c1ccco1
→ 3	-2	-2	1	0.5	-4	0	4	7
> Cc1ccc(S(=O)(=O)N2CCN(CC(=O)N3CCCC3)CC2)c(C)c1
→ 0	19	2	2	0.2	-3	-2	13	9
> Cc1ccc2cc(COC(=O)c3ccncc3)c(=O)[nH]c2c1
→ -1	12	12	8	0.2	3	-5	11	-4
> Cc1nc(SCC(=O)Nc2nc3ccccc3s2)c(C#N)c(C)c1C
→ -6	8	4	0	4.4	0	-3	8	1
> Cn1cccc1/C=N/NC(=O)c1sc2ccccc2c1Cl
→ -1	46	46*	-1	0.2	-3	2	8	26
> Cc1ccc(C(O)CN2C3=NCCCN3c3ccccc32)cc1 (stereo unspecified)
→ -1	-42	-19	7	-0.7	-1	-2	-22	16
> COCCOC(=O)c1c(C)n(C)c2ccc(OC(=O)N3CCOCC3)cc12
→ -1	6	20	7	-0.2	2	-20	14	1
> CCc1ccccc1S(=O)(=O)Cc1ccc(C(=O)NCC2CCCO2)o1 (stereo unspecified)
→ -2	-1	-4	6	4.3	-1	0	11	-2
> COc1cc(C(C)=O)ccc1OCC(=O)N1CCc2ccccc2C1
→ -2	1	1	16	0.3	-2	-1	-9	1
> CCNC(=O)CSC1=N/C(=C\c2ccc(O)c(OCC)c2)C(=O)N1c1ccc(OC(F)F)cc1
→ -4	21	24	26	-0.5	0	5	32	17
> CC(=O)Nc1cc2c(cc1NC(=O)c1cnccn1)OCCO2
→ 0	3	-16	16	-1.5	-2	0	5	13
> COc1ccc(NS(=O)(=O)c2ccc(S(=O)(=O)N3CCCC3)cc2)cc1
→ -1	14	3	5	14	2	-3	5	13
> COc1cccc(/C=N/c2sc(Cc3ccccc3)c(C)c2C(N)=O)c1O
→ 1	10	17	-1	6.1	0	-2	19	-18
> O=C(NCc1ccccc1Cl)[C@@H]1CCCN1S(=O)(=O)c1ccc(Cl)cc1
→ -4	21	-3	-3	1.0	2	-7	14	11
> COc1ccccc1CNC(=O)COC(=O)c1ccc(C)c(S(=O)(=O)N2CCCCC2)c1
→ 4	16	-7	9	1.4	1	0	9	11
> O=C(CCCN1C(=O)c2cccc3cccc(c23)C1=O)NCc1ccco1
→ 2	-7	-10	-7	1.5	-1	-3	7	3
> COC(=O)c1cnc2c(c(C)nn2C)c1OC
→ -3	-2	17	8	-0.5	1	2	-1	5
> CSc1nnc(C)c(=O)n1COC(=O)c1ccc(S(=O)(=O)N(C)C)cc1
→ 0	3	-3	3	5.4	0	-1	-2	21
> Cc1cc(C)nc(NS(=O)(=O)c2ccc(NC(=O)c3ccc(S(=O)(=O)N4CCOCC4)cc3)cc2)n1
→ 0	-6	3	-7	-1.7	-1	-2	8	16
> C=CCn1c(C)cc(C(=O)COC(=O)c2ccc3c(c2)NC(=O)CS3)c1C
→ 0	29	13	2	1.4	0	0	23	-7
> O=C(O)CCC(=O)Nc1ccc(F)cc1
→ 1	6	11	13	0.3	0	-4	-4	-2
> Cc1ccc(NC(=O)CN2C(=O)NC(Cc3c[nH]c4ccccc34)C2=O)cc1S(=O)(=O)N1CCCCC1 (stereo unspecified)
→ 0	17	1	0	-3.9	12*	1	10	8
> Cc1ccccc1N(CC(=O)NCCc1ccccc1)C(=O)CCC(=O)Nc1ccccn1
→ 2	22	6	1	0.1	0	-2	23	3
> COc1cc2[nH]c(=S)n(Cc3ccc(C)cc3)c(=O)c2cc1OC
→ 0	25	-2	-9	7.8	-2	-2	20	14
> Cc1ccc2nc(CSc3nnc(-c4ccco4)n3-c3ccccc3)cc(=O)n2c1
→ -2	14	3	-4	3.1	0	-1	11	13
> O=C(NCc1ccc(Cl)c(Cl)c1)c1cccnc1
→ 2	9	-17	27	-9.0	0	-3	7	10
> CSc1ccccc1NC(=O)COc1ccc(Cl)cc1C
→ -1	20	-7	-18	-0.4	2	-5	-7	24
> CC(=O)c1c(C)[nH]c2ccccc2c1=O
→ -1	8	-4	-11	0.5	0	-4	-10	11
> CCCCCCCCCCC[N+](C)(C)CC/C=C1/c2ccccc2Sc2ccc(Cl)cc21
→ -5	89*	82*	3	-1.7	-411	1	98*	14
> CCOC(=O)c1c(NC(=O)CSc2nnc3c(n2)[nH]c2ccc(F)cc23)sc(C(C)=O)c1C
→ -5	-9	-25	2	44	-1	-1	14	8
> Cc1cc(C)n(-c2nc(N(C)C)nc(N(C)C)n2)n1
→ 1	11	14	16	-0.8	-12	0	6	14
> CC(C)(C)OC(=O)N/N=C/c1cccc([N+](=O)[O-])c1
→ -1	10	-6	-11	0.1	5	-2	4	-6
> CC(=O)n1cc([C@@H]2C=C(C(=O)N3CCOCC3)O[C@H](OCCCCO)C2)c2ccccc21
→ -5	2	15	9	-1.7	3	-2	-2	9
> Cn1c(CN2CCOCC2)nc2cc(NC(=O)COc3ccccc3)ccc21
→ -4	17	1	-7	-2.4	1	0	14	-6
> COc1cc2c(cc1OC)C(c1cccc(Cl)c1Cl)CC(=O)N2 (stereo unspecified)
→ -1	15	7	5	0.7	-1	-1	16	-9
> CC(C)N1CCCC(CNC(=O)CCc2nnc(CCCCc3ccccc3)o2)C1 (stereo unspecified)
→ 0	4	6	12	-0.4	-3	-2	-9	17
> CCOC(CCn1c(SCC(=O)NC2CCCC2)nc2ccccc2c1=O)OCC
→ 3	15	11	13	-0.1	-1	-3	9	1
> CC(C)CCNC(=O)Cn1c(=O)oc2cc(S(=O)(=O)N3CCc4ccccc43)ccc21
→ 0	12	6	0	-0.4	-9	2	35	1
> COc1ccc(NC(=O)CSc2nc3c(c(=O)n2C)SCC3)cc1OC
→ 0	-6	-4	1	0.1	1	-7	-15	8
> C/C(=N\NC(=O)CNc1cccc2ccccc12)c1ccc(Br)s1
→ -3	29	26	-17	1.4	-25	2	42*	13

Sorted by SMILES length (low to high): some entries from above.
Below each compound – MIN6 prolif	tim23-1 inh	TIM10 inh	APJ antagonist	MPTP inh	NR3A LBD binder	APJ ag	tim10-1 inh	NLRP3 yeast inh
> CC(=O)c1c(C)[nH]c2ccccc2c1=O
→ -1	8	-4	-11	0.5	0	-4	-10	11
> COc1cc2c(cc1OC)C(c1cccc(Cl)c1Cl)CC(=O)N2 (stereo unspecified)
→ -1	15	7	5	0.7	-1	-1	16	-9
> C/C(=N\NC(=O)CNc1cccc2ccccc12)c1ccc(Br)s1
→ -3	29	26	-17	1.4	-25	2	42*	13
> COc1ccc(NC(=O)CSc2nc3c(c(=O)n2C)SCC3)cc1OC
→ 0	-6	-4	1	0.1	1	-7	-15	8
> Cn1c(CN2CCOCC2)nc2cc(NC(=O)COc3ccccc3)ccc21
→ -4	17	1	-7	-2.4	1	0	14	-6
> CCOC(CCn1c(SCC(=O)NC2CCCC2)nc2ccccc2c1=O)OCC
→ 3	15	11	13	-0.1	-1	-3	9	1
> CC(C)N1CCCC(CNC(=O)CCc2nnc(CCCCc3ccccc3)o2)C1 (stereo unspecified)
→ 0	4	6	12	-0.4	-3	-2	-9	17
> CCCCCCCCCCC[N+](C)(C)CC/C=C1/c2ccccc2Sc2ccc(Cl)cc21
→ -5	89*	82*	3	-1.7	-411	1	98*	14
> CC(C)CCNC(=O)Cn1c(=O)oc2cc(S(=O)(=O)N3CCc4ccccc43)ccc21
→ 0	12	6	0	-0.4	-9	2	35	1
> CC(=O)n1cc([C@@H]2C=C(C(=O)N3CCOCC3)O[C@H](OCCCCO)C2)c2ccccc21
→ -5	2	15	9	-1.7	3	-2	-2	9
